FXIa inh – human FXIa protease inhibitors, primary screen, biochemical, 1536-well | purified FXIa, Boc-Glu-Ala-Arg-AMC fluorogenic substrate | inhibition, % at 5 µM | 220,000 tested, 0.14% active | AID 798, 2007;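 active means inhibition of at least 40%; inactive means inhibition below 40%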;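 further: fluorescence of freed AMC excited at 355 nm; 0% = enzyme without compound and 100% = no enzyme blank; many of its hits are not listed in these tables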
Target sequence (P03951 19-387 limits assumed): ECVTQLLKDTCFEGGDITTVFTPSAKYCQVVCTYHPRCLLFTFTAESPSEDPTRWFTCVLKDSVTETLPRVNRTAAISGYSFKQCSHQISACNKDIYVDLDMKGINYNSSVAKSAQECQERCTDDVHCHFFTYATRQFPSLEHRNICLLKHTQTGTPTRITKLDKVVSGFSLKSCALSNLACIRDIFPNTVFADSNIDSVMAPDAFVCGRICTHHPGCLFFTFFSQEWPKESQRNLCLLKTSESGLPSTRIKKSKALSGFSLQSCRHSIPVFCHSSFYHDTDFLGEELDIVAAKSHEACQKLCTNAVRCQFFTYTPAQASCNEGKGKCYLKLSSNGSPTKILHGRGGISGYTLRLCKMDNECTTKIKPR
Target sequence (P03951 388-625 limits assumed): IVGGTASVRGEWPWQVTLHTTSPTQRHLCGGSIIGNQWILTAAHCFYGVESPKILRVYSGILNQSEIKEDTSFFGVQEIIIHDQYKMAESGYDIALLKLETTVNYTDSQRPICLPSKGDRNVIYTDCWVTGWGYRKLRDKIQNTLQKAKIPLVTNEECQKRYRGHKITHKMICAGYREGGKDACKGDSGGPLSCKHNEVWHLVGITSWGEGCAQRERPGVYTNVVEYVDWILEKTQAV
hK5 inh – human KLK5 protease inhibitors, primary screen, biochemical, 1536-well; Kallikrein-5 (Homo sapiens), Q9Y337; recombinant hK5, fluorogenic AMC substrate cleavage; inhibition, % at 5 µM; 210,000 tested, 0.59% active;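 active means inhibition of 40% or more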;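 further: 0% = enzyme controls without compound and 100% = no-enzyme blanks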
Target sequence (Q9Y337 67-293 limits assumed): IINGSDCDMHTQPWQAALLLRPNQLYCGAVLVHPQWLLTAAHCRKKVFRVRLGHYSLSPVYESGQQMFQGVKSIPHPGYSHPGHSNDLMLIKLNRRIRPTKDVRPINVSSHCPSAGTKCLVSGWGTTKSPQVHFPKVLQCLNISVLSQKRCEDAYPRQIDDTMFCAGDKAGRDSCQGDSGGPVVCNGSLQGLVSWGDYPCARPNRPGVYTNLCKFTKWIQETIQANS
Rad51 HR inh – human RAD51 strand exchange inhibitors, primary screen, biochemical, fluorescence | DNA repair protein RAD51 homolog 1 (Homo sapiens), Q06609 | hRad51 DNA strand exchange, fluorescence dequenching | inhibition, % at 10 µM | 200,000 tested, 0.085% active;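 active means inhibition above 40% at the single screening dose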;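 further: 0% = DMSO control wells and 100% = blanks with heterologous ssDNA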
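Test system – preformed human Rad51 ssDNA filaments · Reagent – Donor/quencher-labelled 47-bp dsDNA substrate · Incubation – 37 °C 15-min filament assembly, 30-min compound preincubation, 15-min exchange · Signal – FRET fluorescence dequenching, excitation 485 nm, emission 520 nm · Read-out – percent inhibition from fluorescence, normalised to plate control and blank means · Benchmarks – plate control and blank wells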
PERK inhibitor – block of dimerizer-induced PERK translation repression, primary screen, PERK inhibitor project, CHO PERK-DD cells, SEAP luminescence, HTS. Eukaryotic translation initiation factor 2-alpha kinase 3 (Homo sapiens), Q9NZJ5. CHO PERK-DD fusion, SEAP luminescence translation reporter. inhibition, % at 5.6 µM. 220,000 tested, 0.17% active;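 active means inhibition above the mean inhibition of all tested compounds plus 3 SD, set separately per screening campaign, cut at about 2.9% in these data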;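 further: PERK kinase domain activated by AP20187 dimerizer at 100 nM; 0% = DMSO with dimerizer and 100% = rapamycin at 8.4 µM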
Thrombin inh – human alpha-thrombin inhibitors, primary screen, counter-screen for coagulation protease inhibitor project, biochemical, 1536-well, fluorogenic AMC substrate; Prothrombin (Homo sapiens), P00734; Boc-VPR-AMC fluorogenic substrate cleavage; inhibition, % at 5 µM; 220,000 tested, 0.26% active;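 active means inhibition at or above 40%; inactive means inhibition below 40%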;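 further: 0% = enzyme with no compound and 100% = wells without enzyme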
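Test system: human alpha-thrombin; medium: pH 7.5 Tris-saline with Tween 20; times: reaction at room temperature; signal: AMC fluorescence at 355 nm excitation and 460 nm emission; also added: Boc-VPR-AMC substrate, 15 µM final; dosing: one concentration per compound, 5 µM, with 0.2% DMSO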
Furin inhibitor – human furin inhibitors, primary screen, biochemical, fluorescence intensity; P09958; inhibition, % at 30 µM; purified furin, fluorogenic substrate cleavage; 220,000 tested, 0.061% active; in the data active means inhibition above about 25%; further: inactives centre near -15
Calpain2 inh – inhibitors of pig calpain II, primary screen, biochemical, fluorogenic peptide substrate, 1536-well; purified calpain II, 30 min; inhibition, % at 16 µM; 220,000 tested, 0.37% active; AID 1236, 2008;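 active means inhibition above about 50%, limit read from the data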
KCC2 mod – KCC2 cotransporter modulators, thallium flux, primary screen, cell-based, HEK293 KCC2, FluoZin-2 fluorescence, MLSMR; B-score of Tl+ flux slope (higher = more flux/activation; lower = inhibition) at 10 µM; Solute carrier family 12 member 5 (Homo sapiens), Q9H2X9; 190,000 tested, 2.2% active; KCC2 cells, thallium flux FluoZin-2 fluorescence;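 active means thallium flux slope and its plate-corrected score both differing from the plate sample mean at a set confidence after two filtering rounds, in either direction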;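 further: slope of fluorescence scaled to starting intensity during 10 to 20 s after thallium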
FXIIa inh – human FXIIa protease inhibitors, primary screen, biochemical, 1536-well; Coagulation factor XII (Homo sapiens), P00748; purified FXIIa, Boc-QGR-AMC fluorogenic substrate, 2 h; inhibition, % at 5 µM; 220,000 tested, 0.3% active; AID 800, 2007; in the data active means inhibition above about 40%;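 further: 0% = enzyme with no compound and 100% = blank without enzyme; many of its hits are not listed in these tables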
* = called active by the depositor; i = inactive; . = not tested or not shown; [ ] = another dose, or the depositor's remark.

#	Compound	FXIa inh	hK5 inh	Rad51 HR inh	PERK inhibitor	Thrombin inh	Furin inhibitor	Calpain2 inh	KCC2 mod	FXIIa inh
1	N#CC1(C#N)C(c2ccccc2)OC23CCCCCC2C1(C#N)C(=N)O3 (stereo not drawn)	4	-16	-9	0.4	-1	-21	-80	-0.23	-7
2	CCN(CC(=O)NC(C)(C)C)C(=O)c1ccc2c(c1)S(=O)(=O)c1ccccc1C2=O	2	-1	5	-0.1	1	-22	8	0.2	6
3	Cc1nn(C)c(C(=O)NNC(=S)Nc2ccc(Cl)cc2)c1[N+](=O)[O-]	1	-209	-11	0.5	0	-8[20 µM]	-21	0.85	10
4	Cc1c(C2C(C#N)=C(N)OC3=C2C(=O)CCC3)cnn1C (stereo not drawn)	9	-8	-24	1.8	-2	-10	1	-0.28	11
5	Cc1ccc2cc3cc(C(=O)NCCCN4CCCCCC4)oc3nc2c1	-1	-19	.	-1.8	-1	-117	i	0.014	8
6	Cc1[nH]nc2c1C(c1ccsc1)C1=C(CC(C)(C)CC1=O)N2 (stereo not drawn)	-3	-8	1	-0.2	-3	-41	-336	.	3
7	C=CCn1c(SCC(=O)N2CCc3ccccc3C2)nc2sc(C)c(C)c2c1=O	3	8	-4	-0.4	-6	-4	18	-1.5	10
8	CCC(c1nnnn1C(C)(C)CC)N(CCCO)Cc1cc2cccc(C)c2[nH]c1=O (stereo not drawn)	4	-21	9	-0.2	2	-15	-9	0.14	14
9	c1ccc(C2(Cn3ccc4ccccc43)OCCO2)cc1	3	-2	0	-0.1	1	-13[20 µM]	-16	-1.2	6
10	COc1ccc2[nH]cc(CCNS(=O)(=O)c3ccc(C)cc3)c2c1	-3	-2	.	-0.2	-9	-14	9	-1.5	2
11	Nc1nc(NCCCN2CCOCC2)nc(Nc2ccccc2F)c1[N+](=O)[O-]	4	4	9	-1.9	2	-5	-10	-1.2	13
12	CCCCN(C)C(=O)c1sc2ncn(CC)c(=O)c2c1C	-6	2	9	-0.3	-4	-16[20 µM]	14	0.37	7
13	C=CCNC(=O)c1ccc(Cn2cc(C(F)(F)F)ccc2=O)cc1	1	-3	-2	-0.2	-2	-24	-14	-0.04	3
14	CCCN(CC1CC1)C(=S)Nc1ccc(Oc2ccccc2)cc1	5	-6	4	1.5	-10	0	39	0.71	12
15	O=C(CSc1ccccn1)Nc1cccc([N+](=O)[O-])c1	-3	0	-3	-0.2	-1	-27	-20	-0.45	7
16	CCc1cc(-c2onc(C)c2-c2cscn2)c(O)cc1OC	-2	2	-3	0.8	-10	-16	-16	-0.53	7
17	CCS(=O)(=O)CCSc1nc(C)cc(C)c1C#N	8	29	-4	-1.4	23	-18[20 µM]	-3	0.49	24
18	CCOC(=O)CNC1CC(=O)N(c2cccc(Cl)c2)C1=O (stereo not drawn)	-11	-40	2	-0.5	-1	4[20 µM]	-40	-1.4	7
19	CCOC(=O)c1cc(-c2ccc(OC)cc2)nn1-c1ccccc1C(=O)O	9	-15	10	-1.0	0	-13	-13	-0.048	10
20	COc1ccc(-c2cc3ccccc3oc2=O)cc1NC(=O)c1ccc([N+](=O)[O-])o1	-5	-1	5	0.6	-7	-29[20 µM]	-8	.	-5
21	Cc1nc(C(F)(F)F)ccc1C(=O)N1CCCCC1	1	-9	11	0.5	-10	-16	-19	0.45	2
22	COc1cccc(/C(O)=C2\C(=O)C(=O)N(c3ccccn3)C2c2ccccc2OC)c1 (stereo not drawn)	-1	-5	0	-0.6	0	-22	32	.	6
23	Cc1cc(C)n(-c2nc(-c3ccc(Cl)cc3)cs2)n1	-1	-6	3	-0.1	-1	-15[20 µM]	-14	.	6
24	O=S(=O)(c1ccccc1)c1nc(-c2ccco2)oc1N1CCCCCC1	1	-7	7	-0.2	1	22[20 µM]	23	-0.66	6
25	Cc1ccc(C(=O)Nc2ccc(N3CCOCC3)nc2N2CCOCC2)cc1	-1	-3	3	-0.1	-5	-9	11	1.9	7
26	CCOc1ccc2c(c1)C(N(CCN1CCOCC1)C(=S)Nc1ccccc1OC)CC(C)(C)O2 (stereo not drawn)	-4	-9	26	0.4	1	-16	-20	0.3	4
27	O=C(C/C(=N/O)c1ccccc1O)C(F)F	5	-6	5	1.9	1	-23	-19	2	16
28	Cc1c(NC(=O)C(C)Sc2nnc(-c3ccccc3)o2)c(=O)n(-c2ccccc2)n1C (stereo not drawn)	-1	-20	-6	-0.4	1	-8	-11	-0.32	13
29	CC(=O)OC(CC(=O)O)C[N+](C)(C)C (stereo not drawn)	5	-7	-4	1.7	3	-19	-18	0.89	10
30	O=C(CCc1ccccc1)Nc1ccc2c(c1)OCCO2	11	-13	10	0.6	4	-10[20 µM]	-1	0.037	20
31	Cc1cc(C(=O)CN2CCCC(C)C2)c(C)n1-c1ccc(F)cc1 (stereo not drawn)	5	-4	-1	0.3	-2	-12	-1	-0.13	-1
32	COc1cc(NC(=O)COC(=O)c2n[nH]c3ccccc23)c(C)cc1[N+](=O)[O-]	2	-2	.	-0.1	-3	-16	-39	-1.2	2
33	COc1ccc(CNC(=O)C(c2ccc(C)o2)N(Cc2cccs2)C(=O)Cc2cccs2)cc1 (stereo not drawn)	5	-4	-6	-0.9	-4	-7[20 µM]	12	-2.4	3
34	COCCCNC(=O)CCn1c(=O)c2ccccc2n(CC(=O)Nc2ccc(C)cc2C)c1=O	-6	-29	-1	1.2	-5	-23[20 µM]	-17	-0.073	7
35	O=C(COc1ccc([N+](=O)[O-])cc1Cl)N1CCOCC1	0	-5	15	-1.1	-2	-7	-14	0.56	6
36	Cn1c(=O)c2[nH]c(-c3cccnc3)nc2n(C)c1=O	10	7	5	2.0	0	-11	12	.	8
37	CCC(=O)c1ccc(OCC(O)CN2CCN(C(c3ccccc3)c3ccccc3)CC2)cc1 (stereo not drawn)	3	-4	0	-0.8	3	-6[20 µM]	-5	.	12
38	CCCOc1ccc(N2C(=O)CC(N(CCc3ccc(OC)cc3)C(=O)c3ccccc3)C2=O)cc1 (stereo not drawn)	-8	-3	14	0.0	-5	-19	-32	-0.5	0
39	CN(C)/C=C1\C(=O)NN=C1C(F)(F)F	1	-3	5	0.2	-4	-27	-4	1.3	3
40	O=C(O)c1ccc(NCCC2=CCCCC2)c([N+](=O)[O-])c1	4	0	4	0.7	-3	-21	26	-0.57	5
41	N#Cc1nc(-c2ccco2)oc1N1CCc2ccccc2C1	-3	19	.	-1.1	-4	-24	-182	-0.33	0
42	CCOP(=O)(OCC)c1nc(-c2ccccc2)oc1NCc1ccccc1	7	-12	.	-1.0	0	-17	-183	-1.8	9
43	Cc1ccc(C(=O)N/C(=C\c2sccc2C)C(=O)NCc2ccco2)cc1	9	3	3	1.2	3	-12	21	.	21
44	Fc1ccc(N2CCN(C3=Nc4cccc5cccc3c45)CC2)cc1	7	-2	-20	-0.6	.	6	13	-1.4	12
45	Cc1ccc(-c2nc(N)sc2-c2ccccc2)cc1C	8	-10	11	0.7	0	-19	0	0.064	4
46	CN(CC(=O)Nc1cccnc1)S(=O)(=O)c1cc(Cl)ccc1Cl	-6	-4	-4	1.0	-5	-24[20 µM]	-41	.	2
47	Cc1ccc(NC(=O)OCc2cn(-c3ccc(Cl)cc3)nn2)cc1	2	5	.	0.8	3	-20	-2	-0.35	3
48	COc1ccc(S(=O)(=O)N(C(=O)c2ccncc2)c2ccc(OC(=O)c3ccncc3)cc2)cc1	6	.	.	0.9	3	-26	-44	0.31	13
49	COc1ccc(Cn2c(SCC#N)nc3ccc(N4CCOCC4)cc3c2=O)cc1	6	4	-3	0.1	16	-4	-250	1.6	22
50	CC(C)CNC(=O)c1ccc(NC(=O)c2ccccc2[N+](=O)[O-])cc1	7	-16	3	0.8	-3	-11	19	0.39	9

Limited to Furin inhibitor (2 entries from above):
no. | Compound | Furin inhibitor
45 | Cc1ccc(-c2nc(N)sc2-c2ccccc2)cc1C | -19
41 | N#Cc1nc(-c2ccco2)oc1N1CCc2ccccc2C1 | -24

Following part.
#	Compound	FXIa inh	hK5 inh	Rad51 HR inh	PERK inhibitor	Thrombin inh	Furin inhibitor	Calpain2 inh	KCC2 mod	FXIIa inh
51	CCCCC(=O)Nc1cccc(-c2csc(-c3ccccc3)n2)c1	7	-6	0	0.5	-8	6	9	0.003	13
52	CCOC(=O)c1cnc2c(C(=O)OC)cccc2c1NCc1ccco1	1	4	-6	-0.9	2	6[20 µM]	-75	-0.064	13
53	O=C(COC(=O)C1=COCCO1)NCCCc1ccccc1	-1	-6	-3	1.3	2	-17	-5	0.44	9
54	CCOc1cc(N2CCOCC2)c(OCC)cc1NC(=O)c1ccc(C)cc1	-6	9	-18	-0.1	11	-6	-11	.	3
55	Clc1ccc(-c2nnc(CSc3nnc(-c4cccs4)o3)o2)cc1	-20	2	21	0.7	-5	-21[20 µM]	-33	0.41	8
56	COc1ccccc1N1C(=O)C=C(Sc2nc(C)cc(C)n2)C1=O	-10	-10	1	-0.3	0	-21	10	-0.98	9
57	c1ccc(SCCOCCn2cncn2)cc1	6	26	-4	0.5	10	-7[20 µM]	-4	0.57	27

Bioassay records as filed in PubChem BioAssay.

These rows are one share of the data, so the mix of outcomes need not match the whole.
